Source: PubChem BioAssay (several laboratories)
Myeloid diff MLP: promotes myeloid progenitor differentiation; calls only at 10 µM; 360,000 compounds, 1% hits; ER-HoxA9 myeloid progenitors, lysozyme-GFP differentiation, flow cytometry; AID 624256;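 active = normalized GFP-positive differentiation at or above the plate's own cutoff, the solvent-only control mean plus 3 SD; inconclusive = no clear call, values can overlap the other calls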;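 note: cells exposed to compound for four days before flow analysis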
RSV CPE inhibition: RSV antiviral activity via CPE protection, HEp-2 cells, primary 10 µM value included (AID 2391). HEp-2 cells, RSV-induced CPE inhibition; higher % means a stronger effect. one-dose CPE inhibition, % at 10 µM; IC50 in µM for titrated hits. 310,000 compounds, 0.13% hits; in the data active = a potency from the dose series; inconclusive = CPE inhibition mostly from about 23% at the one dose, without a potency; inactive = the rest, 99 in 100 with CPE inhibition below about 21%; note: strong numbers were not always called active
Myeloid diff MLP GFP+ MAC1+ %: further read-out of Myeloid diff MLP, marked with its call; GFP+ MAC1+ double positive, %; measured here: differentiation confirmed by MAC1 staining
* marks the source's active call; other numbers are inactive results; i = inactive; ? = inconclusive; nt = not tested or not shown; + = active, no number.

Below each compound: Myeloid diff MLP, Myeloid diff MLP GFP+ MAC1+ %, RSV CPE inhibition
O=C(N/N=C/c1cc2c(cc1[N+](=O)[O-])OCO2)c1ccccn1
    i, 9.3, 0.5%
O=C(NCC1CC1)c1onc(CSc2ccc(F)cc2)c1C(=O)NCC1CC1
    i, 1.5, 0.8%
COCCN(C(=O)C1CC(=O)N(Cc2ccccc2)C1)c1nc(-c2ccc([N+](=O)[O-])cc2)cs1 (stereo not given)
    i, 0.4, 2.0%
CCCCN1C(N)=NC[C@@H]1C(C)O (stereo not given in full)
    i, 1.8, 1.3%
NC(=O)C1CCN(C(=O)c2ccc(F)c(S(=O)(=O)N3CCOCC3)c2)CC1
    i, 1.1, 0.7%
CC1CCCC(C)N1C(=O)COC(=O)c1cccc(S(=O)(=O)N(C)c2ccccc2)c1 (stereo not given)
    i, 0.4, 1.3%
N#C[C@@H]1N(Cc2ccccc2)C(=O)[C@H]2CC3C=CC21O3 (stereo not given in full)
    i, 2.2, 1.4%
COc1cccc(NC(=O)C(C)OC(=O)c2n[nH]c3ccccc23)c1 (stereo not given)
    i, 0.6, -0.1%
COc1ccc(C(CNC(=O)C2CC(=O)N(Cc3ccccc3)C2)N2CCCC2)cc1 (stereo not given)
    i, 0.2, -0.5%
COc1cc(OC)cc(-c2c(-c3cccs3)c3cc(-c4ccc(OC)c(OC)c4)ccc3n2C)c1
    i, 1.1, 0.6%
Cc1ccc2nc(N3C(=O)C(O)=C(C(=O)c4ccc(C)o4)C3c3ccc(O)cc3)sc2c1 (stereo not given)
    +, 5.1*, 7.0%
NC(=O)C1CCN(C(=O)C2CC(=O)N(c3ccc4c(c3)OCCO4)C2)CC1 (stereo not given)
    i, 0.7, 1.9%
O=C(COC(=O)c1ccc(Cl)nc1)Nc1cccc(S(=O)(=O)N2CCCCC2)c1
    i, 1.5, 0.7%
COc1ccc(CC(=O)NCc2ccc(F)cc2)cc1S(=O)(=O)N1CCOCC1
    i, 0.9, 1.1%
COc1ccc(-c2cc(=O)[nH]c3ccccc23)cc1
    i, 1.2, -0.7%
Cc1ccc(-n2nnnc2Sc2nc([N+](=O)[O-])nn2C)c(C)c1
    i, 0.8, -1.0%
COc1ccc(S(=O)(=O)N2CCN(Cc3cccc(F)c3)CC2)cc1
    i, 0.4, 2.1%
CCC[C@@H]1CCCC/C=C\CCCC(=O)OCCN1C(=O)OC(C)(C)C
    i, 2.5, 0.2%
O=C(COC(=O)Cc1ccc(Br)cc1)Nc1ccc(N2CCOCC2)cc1
    i, 0.2, -0.2%
CC(C)(C)Cc1nnc(NS(C)(=O)=O)s1
    i, 1.9, -0.2%
CCCCN(C(=O)CSc1nc2ccccc2n1CC)C1CCS(=O)(=O)C1 (stereo not given)
    i, 1.2, -0.2%
CCCc1cc(=O)[nH]c(SCC(=O)Nc2ccc(Cl)c(S(=O)(=O)N3CCOCC3)c2)n1
    i, 0.5, 1.4%
CC1CCCC(C)N1C(=O)CN1C(=O)c2ccccc2S1(=O)=O (stereo not given)
    i, 0.8, 1.9%
Cc1cc(C)c(NC(=O)CSCc2nc3sc(C)c(C)c3c(=O)[nH]2)c(Cl)c1
    i, 1.7, 1.4%
COc1cccc(NC(=O)CN(C)C(=O)Cc2n[nH]c(=O)c3ccccc23)c1
    i, 0.6, 0.4%
COc1cc(NC(=O)COC(=O)CO/N=C(\C)c2ccc3c(c2)OCO3)cc(OC)c1
    i, 0.9, 1.2%
CCOc1ccc(-c2c(=O)n(OCc3ccc([N+](=O)[O-])cc3)c3ccccc3[n+]2[O-])c(OCC)c1
    i, 0.4, 0.8%
O=C(c1ccco1)N1CCN(C(=O)c2cn(-c3ccccc3)nc2-c2ccccc2)CC1
    i, 0.4, 4.1%
Cc1ccc(C(=O)OCC(=O)c2ccc(CC(=O)N3CCOCC3)s2)cc1C
    i, 0.4, 1.4%
COc1cccc(NC(=O)COC(=O)C2CC3CCCC(C2)C3=O)c1 (stereo not given)
    i, 0.7, 0.4%

The last 3 records of the section before open the next one:
Below each compound: Myeloid diff MLP, Myeloid diff MLP GFP+ MAC1+ %, RSV CPE inhibition
O=C(c1ccco1)N1CCN(C(=O)c2cn(-c3ccccc3)nc2-c2ccccc2)CC1
    i, 0.4, 4.1%
Cc1ccc(C(=O)OCC(=O)c2ccc(CC(=O)N3CCOCC3)s2)cc1C
    i, 0.4, 1.4%
COc1cccc(NC(=O)COC(=O)C2CC3CCCC(C2)C3=O)c1 (stereo not given)
    i, 0.7, 0.4%
O=C(Nc1ccc2c(c1)OCO2)C1CC1(Cl)Cl (stereo not given)
    i, 0.3, 0.7%
COc1ccc(-c2c(C#Cc3ccsc3)c3cc(-c4ccc(OC)nc4)ccc3n2C)cc1
    i, 2.5, 0.1%
COCCN(C(=O)CCN1C(=O)C2CC=CCC2C1=O)c1c(N)n(CC(C)C)c(=O)[nH]c1=O (stereo not given)
    i, 0.2, 0.1%
CC(C)CNC(=O)C(=O)NC1CCCC1
    i, 0.2, 0.8%
O=CN1CCN(C(C(=O)NC2CCCCC2)c2ccc(Cl)cc2)CC1 (stereo not given)
    i, 0.2, 1.4%
O=C(Cc1csc(-c2ccc(F)cc2)n1)Nc1cccc(S(=O)(=O)NC2=NCCC2)c1
    i, 1.1, 0.9%
CCOC(=O)c1cc(-c2ccccc2C)nn1CC1CC(c2ccc(OC)cc2)=NO1 (stereo not given)
    i, 0.6, 6.7%
O=C(c1cccc(S(=O)(=O)N2CCCCC2)c1)N1CCN(Cc2ccccc2)CC1
    i, 0.4, 0.1%
Cn1nc(C(=O)OCC(=O)Nc2ccc(Cl)cc2Cl)c2ccccc2c1=O
    i, 0.9, 1.0%
CC(OC(=O)C1=COCCO1)C(=O)NC1CCCCC1C (stereo not given)
    i, 0.9, -0.5%
Cc1ccc(NC(=O)C(c2ccccc2)N2CCN(CC(=O)NC3CC3)CC2)cc1Cl (stereo not given)
    i, 0.3, 1.5%
COc1cc([C@@H]2CC=C(C(=O)O)CN2S(=O)(=O)c2ccc(C)cc2)cc(OC)c1OC
    i, 2.0, 5.5%
COC(=O)C1CCN(C(=O)COC(=O)CNC(=O)c2ccc(Cl)cc2Cl)CC1
    i, 0.5, 2.3%
CN(C(=O)CSc1nnc(-c2cccnc2)o1)C1CCCCC1
    i, 0.9, 3.2%
CCN(CC)S(=O)(=O)c1cc(C(=O)OC(C)C(=O)NCc2ccco2)ccc1C (stereo not given)
    i, 0.7, 0.2%
O=C(NC(=S)Nc1ccc(O)cc1)c1cncc(Br)c1
    i, 0.8, 1.6%
CCc1ccc(C(=O)CN2C(=O)NC3(CCc4ccccc43)C2=O)cc1 (stereo not given)
    i, 0.6, -0.3%
Cc1ccc(C(=O)c2c3ccc(C(F)(F)F)cc3nn2CCC(N)=O)cc1
    i, 2.6, 3.2%
C=CCN(Cc1cccc(OC)c1OC)C(=O)Oc1ccccc1
    i, 0.2, 0.5%
O=c1ccc2c(-c3ccccc3S(=O)(=O)O)c3ccc(O)c(O)c3oc-2c1O
    i, 0.6, 0.4%
COc1ccc(S(=O)(=O)N2CCOCC2)cc1NC(=O)CSc1nnnn1C1CC1
    i, 0.5, 1.0%
CCc1ccc(NC(=O)COC(=O)CCC2CCCC2)cc1
    i, 0.8, 1.1%
CCc1ccc(NC(=O)COC(=O)c2nc3nc(C)cc(C)n3n2)cc1
    i, 1.7, 0.6%
Nc1c(N(Cc2ccco2)C(=O)c2ccc(Cl)cc2)c(=O)[nH]c(=O)n1Cc1ccccc1
    i, 0.3, 1.2%
COc1ccc2[nH]c3c(c2c1)CCNC3=O
    i, 0.6, -1.8%
c1ccc2c(c1)CCc1ccccc1C2=C1CCNCC1
    i, 0.6, -0.8%
CC(=O)O[C@H](COc1c2ccoc2cc2oc(=O)ccc12)C(C)(C)O
    i, 0.4, -0.5%
O=C(Nc1nc(-c2ccccn2)cs1)c1cc(S(=O)(=O)N2CCOCC2)ccc1F
    +, 2.6*, 5.6%
CC(=O)c1cccc(NC(=O)COc2cc(C)on2)c1
    i, 0.7, 1.4%
N#CCC(=O)Nc1ccc(C(=O)OCC(=O)Nc2ccc3ccccc3c2)cc1
    i, 0.4, 1.3%
CCCCn1c(N)c(N(CCC(C)C)C(=O)c2ccc(C)o2)c(=O)[nH]c1=O
    i, 1.1, 1.5%
O=C(Nc1ccc(OC(F)(F)C(F)F)c(NC(=O)c2ccc(F)cc2)c1)c1ccc(F)cc1
    i, 0.6, 3.0%
C[C@H](NC(=O)c1nc[nH]c1C(=O)N1CCc2ccccc2C1)c1ccccc1
    i, 2.9, -0.2%
COCCN(C(=O)CSc1cc(C)c2ccccc2n1)c1c(N)n(CC(C)C)c(=O)[nH]c1=O
    i, 1.8, 1.6%
Cc1ccc(C(=O)Nc2cccc(NC(=O)c3ccc(C)cc3)n2)cc1
    i, 0.9, 0.0%
Cc1ccc(NC(=O)CSc2ccccc2)cc1S(=O)(=O)N1CCCCC1
    i, 1.0, 2.1%
CCN(CC)C(=O)c1nc[nH]c1C(=O)N1CCc2ccccc2C1
    i, 2.8, 2.6%
COCCN1C(=O)N[C@@H](CCc2ccccc2)[C@@H](C(=O)OC)[C@H]1C
    i, 1.6, 0.2%
COc1ccc(C(=O)NNC(=O)c2cc3ccccc3cc2O)cc1
    i, 0.5, 3.2%
COc1ccc(-c2cn(CCN)c(-c3ccncc3)n2)cc1
    i, 1.4, 1.2%
CC(=O)c1cccc(NC(=O)C2=CN3CCS(=O)(=O)N=C3C=C2)c1
    i, 0.7, 2.1%
Cc1ccc(C(=O)NCCCN2CCN(CCCNC(=O)c3ccc(C)cc3)CC2)cc1
    i, 0.2, -1.9%
c1ccc(CCCCN2C(Nc3ccccc3)=NC[C@@H]2Cc2ccccc2)cc1
    i, 1.1, -1.1%
O=C1CC2(CCCCCC2)Oc2ccccc21
    i, 0.5, -0.4%
Cc1sc2ncnc(SCC(=O)N3CCOCC3)c2c1C
    i, 0.4, 0.6%
COc1ccc(N2CCN(C(=O)CSc3nnc4nc(C)cc(C)n34)CC2)cc1
    i, 5.5, -0.7%
Cc1ccc(NC(=O)C2CC(=O)N(CCc3ccccc3)C2)cc1Cl (stereo not given)
    i, 1.2, 1.4%
CCCN(C(=O)c1cnccn1)c1c(N)n(Cc2ccccc2)c(=O)[nH]c1=O
    i, 0.5, 2.7%
Cc1cc(NC(=O)CN2C(=O)N(C)C3(CCCCC3)C2=O)ccc1Br
    i, 1.1, 3.1%
O=C(CN1C(=O)NC2(CCCCC2)C1=O)NCCCSc1ccccc1
    i, 1.4, 0.0%
COC(=O)CCC(=O)OC1(C)C(=O)C2=CN(CCc3ccccn3)C(c3ccc(OC)cc3)=CC2=C(Br)C1=O (stereo not given)
    i, 2.2, 1.1%
CC(OC(=O)CNC(=O)c1ccc(Br)cc1)C(=O)NC1CCCCC1C (stereo not given)
    i, 0.2, -0.5%
CCOC(=O)c1sc(NC(=O)CN2C(=O)NC3(CCC(C)CC3)C2=O)c(C(=O)OCC)c1C (stereo not given)
    i, 0.5, 2.2%
Cc1ccc(S(=O)(=O)N2CCCC2)cc1C(=O)Nc1ccc(-n2cnnn2)cc1
    i, 0.7, 1.9%
Cc1ncc[nH]1
    i, 0.7, 1.6%
O=C(Cn1nnc(-c2ccccc2)n1)NC(=O)NC1CCCC1
    i, 0.7, 3.6%
Cn1c(=O)oc2cc(S(=O)(=O)NCC3CCCO3)ccc21 (stereo not given)
    +, 2.3*, 1.2%
Cc1csc(CNc2ncnc3ccc(-c4ccoc4)cc23)c1
    i, 1.2, 2.4%
COc1ccccc1-c1sc2cc3c(cc2c1C#CC1(O)CCCCC1)OCO3
    i, 1.3, -0.1%
CCOC(=O)C1=C(COC(=O)C(CC)c2ccccc2)NC(=O)NC1C (stereo not given)
    i, 0.9, 0.7%

Record cards, as listed above. Order of values: Myeloid diff MLP, Myeloid diff MLP GFP+ MAC1+ %, RSV CPE inhibition
Profile of `C[C@H](NC(=O)c1nc[nH]c1C(=O)N1CCc2ccccc2C1)c1ccccc1` : i, 2.9, -0.2%
Profile of `COCCN1C(=O)N[C@@H](CCc2ccccc2)[C@@H](C(=O)OC)[C@H]1C` : i, 1.6, 0.2%
Profile of `CCOC(=O)c1sc(NC(=O)CN2C(=O)NC3(CCC(C)CC3)C2=O)c(C(=O)OCC)c1C` (stereo not given) : i, 0.5, 2.2%
Profile of `Cc1csc(CNc2ncnc3ccc(-c4ccoc4)cc23)c1` : i, 1.2, 2.4%

New compounds follow.
Below each compound: Myeloid diff MLP, Myeloid diff MLP GFP+ MAC1+ %, RSV CPE inhibition
COCCN(Cc1ccccc1)C(=O)Cc1ccc(S(=O)(=O)N2CCOCC2)s1
    i, 0.6, 2.0%
CN(Cc1ccccc1)C(=O)c1[nH]cnc1C(=O)Nc1nccs1
    i, 5.2, 0.7%
O=C(COC(=O)COc1ccccc1)NC1CCCC1
    i, 0.6, 1.5%
Cn1c(SCC(=O)Nc2ccc3c(c2)CCC3)nnc1C1CC1
    i, 1.8, 1.4%
O=C(NCCOc1ccccc1)c1cc([N+](=O)[O-])ccc1N1CCOCC1
    ?, nt, -0.1%
N#Cc1cccc(S(=O)(=O)NCCOc2ccccc2F)c1
    i, 0.4, 0.2%
Cc1cccc(C(=O)OC(C)C(=O)Nc2ccc(S(=O)(=O)Nc3ncccn3)cc2)c1C (stereo not given)
    i, 1.0, 0.0%
CCOc1cc(NC(=O)c2ccco2)c(OCC)cc1NC(=O)COc1ccccc1C
    i, 1.3, 0.1%
CC(=O)Nc1nc2cc(C(N)=O)ccc2s1
    i, 0.2, 0.6%
CCC(CC)NC(=O)C1CCN(c2ccc(S(=O)(=O)N3CCOCC3)cc2[N+](=O)[O-])CC1
    i, 0.8, 0.9%
Cc1noc(C)c1C(=O)Nc1nc(-c2ccc(F)c(F)c2)cs1
    i, 1.1, 1.9%

Only part of the results is shown; count on the stated rates, not on these rows.
